Bioassay records as filed in PubChem BioAssay.
MBNL1 CUG block: qHTS Assay for Inhibitors of MBNL1-poly(CUG) RNA binding; 0.036% of 280,000 active; Potency, µM (doses to about 57.5 µM), inactives show at the highest dose activity change, negative = inhibition, most hits filed as inhibitors; TR-FRET MBNL1-His/biotin-(CUG)12 binding, 665/545 ratio; Muscleblind-like protein 1 (Homo sapiens), Q9NR56; active means well fitted inhibition curve with a large enough effect in the signal ratio, with a control signal flat, not every such curve was filed as active; inconclusive means small, poorly fitted or top-dose-only effect, or effect the other way, or a change in a side signal; inactive means no such curve, though single readings can be large or run the other way; the % refers to the signal ratio; further: on the % scale 0 is the no-effect control and ±100 the full control effect
Target sequence (Q9NR56 whole entry, looked up): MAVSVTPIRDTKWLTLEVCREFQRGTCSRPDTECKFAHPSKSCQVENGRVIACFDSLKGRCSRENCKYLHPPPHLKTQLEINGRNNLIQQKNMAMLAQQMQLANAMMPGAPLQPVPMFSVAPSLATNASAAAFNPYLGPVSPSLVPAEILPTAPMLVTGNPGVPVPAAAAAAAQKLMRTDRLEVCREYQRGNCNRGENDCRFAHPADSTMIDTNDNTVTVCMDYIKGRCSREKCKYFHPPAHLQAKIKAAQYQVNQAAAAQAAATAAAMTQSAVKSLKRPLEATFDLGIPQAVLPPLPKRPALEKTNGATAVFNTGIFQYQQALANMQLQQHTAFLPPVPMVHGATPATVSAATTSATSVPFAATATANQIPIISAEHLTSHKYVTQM
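TR-FRET readout: Ex 340 nm, 665/545 nm emission ratio, normalized to buffer-only (basal) and MBNL1-(CUG)12 controls. Complex of MBNL1-His with Biotin-(CUG)12, compounds 92 nM–58 uM, incubated 60 min at room temperature.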
Rab9 prom act: qHTS Assay for Rab9 Promoter Activators | Huh7 Rab9 promoter-luciferase reporter, luminescence, 24 h | Potency, µM (titrated, usually from 9.22 µM), for inactives: at the top dose activation, negative = inhibition, most hits filed as activators | 2.8% of 320,000 active | AID 485297, 2010; further: % of control where 0% means no effect; nearly all actives have a fitted effect of over 60% in size
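Huh7 reporter line, Rab9 promoter upstream of luciferase. Compound exposure 24 h at 37 °C in reduced-serum medium with 10% FBS. Read-out: luminescence.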
RORg inh: qHTS for inhibitors of ROR gamma transcriptional activity. Nuclear receptor ROR-gamma (Mus musculus), P51450. Drosophila S2 Gal4-RORgamma UAS-luciferase reporter, 20 h. Potency, µM (highest dose often 53.6 µM), for the others: at the highest dose activity change, negative = inhibition, actives largely listed as inhibitors. 5.4% of 310,000 active. AID 2551, 2010; further: on the % scale 0 is the no-effect control and ±100 the full control effect; nearly all actives have a fitted effect of over 60% in size
Target sequence (P51450 whole entry, looked up, the tested form may be a part): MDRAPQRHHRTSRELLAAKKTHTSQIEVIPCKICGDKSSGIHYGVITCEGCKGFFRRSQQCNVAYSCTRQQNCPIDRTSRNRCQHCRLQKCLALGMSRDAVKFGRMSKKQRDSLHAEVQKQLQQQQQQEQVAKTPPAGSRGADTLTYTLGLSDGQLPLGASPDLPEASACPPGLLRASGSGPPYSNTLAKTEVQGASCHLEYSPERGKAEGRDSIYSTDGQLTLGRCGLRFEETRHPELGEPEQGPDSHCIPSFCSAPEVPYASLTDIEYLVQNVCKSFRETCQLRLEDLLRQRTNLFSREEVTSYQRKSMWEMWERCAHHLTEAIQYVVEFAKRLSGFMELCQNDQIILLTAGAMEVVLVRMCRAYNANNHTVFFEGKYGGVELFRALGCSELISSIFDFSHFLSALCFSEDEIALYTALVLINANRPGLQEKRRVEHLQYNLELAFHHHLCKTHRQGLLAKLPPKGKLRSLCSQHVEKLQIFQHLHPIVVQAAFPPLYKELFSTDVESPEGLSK
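Using a luciferase readout, inhibitors were identified by reduced reporter activity in Drosophila cells coexpressing a copper-inducible Gal4–ROR gamma fusion and UAS-driven Photinus luciferase, incubated 20 hr after 700 uM copper sulfate.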
uPA surface inh: qHTS for Inhibitors of Cell Surface uPA Generation; cell surface uPA generation assay, qHTS; 0.31% of 330,000 active; Potency, µM (highest dose often 38.3 µM), for the others: at the top dose activity change, negative = inhibition, most hits filed as inhibitors; active means well fitted inhibition curve with a large enough effect; inconclusive means small, poorly fitted or top-dose-only effect; inactive means no such curve, though single readings can be large or run the other way; tested in mouse RAW 264.7 cells; further: on the % scale 0 is the no-effect control and ±100 the full control effect; nearly all actives have a fitted effect of over 55% in size
p53 reactivator: qHTS assay for re-activators of p53 using a Luc reporter | Potency, µM (highest dose often 92.2 µM), for the others: top-dose activity change, positive = activation, hits mostly activators | 0.063% of 320,000 active | AID 504706, 2011 | H1299 p53-A138V BP100-luciferase reporter, luminescence, 24 h; further: % of control where 0% means no effect; nearly all actives have a fitted effect of over 45% in size
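H1299 (p53-null), stable ts p53-A138V + BP100-Luc; 1000 cells/well, Opti-MEM/10% FBS; cpd 4 pt, 1:5; 24 h, 37 deg C, 5% CO2; detection reagent 10 min RT; luminescence.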
NPC1 promoter act: qHTS Assay for NPC1 Promoter Activators | Huh7 NPC1 promoter luciferase reporter, 24 h | Potency, µM (titrated, usually from 9.22 µM), for inactives: at the top dose activation, hits mostly activators | 2.4% of 320,000 active | AID 485313, 2010;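 further: % of control where 0% means no effect; nearly all actives have a fitted effect of over 60% in size; reporter is driven by a mutant NPC1 promoter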
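Luciferase expression driven by the NPC1 promoter was measured in stably transfected Huh7 cells after a 24 h compound incubation, using a luciferase reagent and a luminescence read.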
BRCA1 expr up: qHTS Assay to Identify Small Molecule Activators of BRCA1 Expression; MCF7-BRCA1-FFLuc reporter, luminescence, 48 h; response scale: scaled: vehicle 0%, 10 µM genistein 100%; Potency, µM (titrated, usually from 46.1 µM), inactives show at the highest dose activation, actives largely listed as activators; 1.1% of 380,000 active; further: nearly all actives have a fitted effect of over 80% in size; some results filed as inactive show a strong effect at the top dose
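Reporter cells (MCF7, BRCA1 promoter-firefly luciferase) received library compounds across a concentration series for 48 h. End-point luminescence was measured and concentration-effect curves derived after normalization.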
FLuc counter: qHTS profiling assay for firefly luciferase inhibitor/activator using purifed enzyme and Km concentrations of substrates (counterscreen for miR-21 project); Luciferin 4-monooxygenase (Photinus pyralis), P08659; purified FLuc, Km substrates, luminescence inhibition; Potency, µM (highest dose often 57.5 µM), without a hit: top-dose activity change, negative = inhibition, actives largely listed as inhibitors; 6.9% of 360,000 active; AID 588342, 2011;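 further: plate controls were vehicle for no effect and reference inhibitor for full effect; nearly all actives have a fitted effect of over 55% in size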
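Purified P. pyralis luciferase, 10 nM final, with Km-level 10 uM D-luciferin and 10 uM ATP in 50 mM Tris acetate pH 7.5, 10 mM Mg acetate, 0.01% Tween-20, 0.05% BSA; 6-point qHTS titration about 60 µM downward; luminescence read.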
VP16 counter: VP16 counterscreen qHTS for inhibitors of ROR gamma transcriptional activity; Drosophila S2 Gal4-VP16 UAS-luciferase, luminescence, 20 h; Potency, µM (top dose mostly 53.6 µM), inactives show top-dose activity, negative = inhibition, usual class: inhibitors; 3.5% of 310,000 active;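 further: Gal4-VP16 expression switched on by copper sulfate through the metallothionein promoter; on the % scale 0 is the no-effect control and ±100 the full control effect; nearly all actives have a fitted effect of over 50% in size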
CXXC DNA block: qHTS Fluorescence Polarization Assay for Inhibitors of MLL CXXC domain - DNA interaction; 0.037% of 290,000 active; MLL-CXXC / FITC-HOXA9 DNA fluorescence polarization; Histone-lysine N-methyltransferase 2A (Homo sapiens), Q03164; Potency, µM (series often up to 115 µM), for the others: at the highest dose activity change, negative = inhibition, most hits filed as inhibitors; active means well fitted inhibition curve with a large enough effect in the polarisation, with a control signal flat, not every such curve was filed as active; inconclusive means small, poorly fitted or top-dose-only effect, or effect the other way, or a change in a side signal; inactive means no such curve, though single readings can be large or run the other way; the % refers to the polarisation
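Steps: dispense CXXC domain solution (7 uM) → pin compounds or unlabeled HOX-A9 DNA control → 5 min ambient → add FLSN-HOX-A9 solution (50 nM) → spin → 30 min ambient → fluorescence polarization. Tris pH 7.5/NaCl/DTT/BSA buffer.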
ELG1 genotoxic: qHTS screen for small molecules that induce genotoxicity in human embryonic kidney (HEK293T) cells expressing luciferase-tagged ELG1. HEK293T ELG1-luciferase reporter, luminescence, 16 h. 1.3% of 330,000 active. Potency, µM (highest dose often 46 µM), for the others: at the highest dose activity change, positive = activation, usual class: activators; further: % of control where 0% means no effect; nearly all actives have a fitted effect of over 60% in size
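Step 1: seed 2,000 HEK293T ELG1-luciferase cells per well. Step 2: add compound or DMSO, incubate 16 hr at 37 °C. Step 3: ONE-Glo, 30 min at room temperature, read luminescence.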
* hit, by the source's call; ? = inconclusive; / = not tested or not shown; [ ] = remark or other dose. Unless noted, the call rests on the fitted dose curve; in most records, active means well fitted curve in the direction sought with a large enough effect; inconclusive means small, poorly fitted or top-dose-only effect, or another doubt; inactive means no such curve, though single readings can be large; an effect the other way counts as inactive or inconclusive. Potency means the concentration at half of the fitted maximal effect. These rows are one share of the data (hit frequency here may not be typical).

Preview:
SMILES	MBNL1 CUG block	Rab9 prom act	RORg inh	uPA surface inh	p53 reactivator	NPC1 promoter act	BRCA1 expr up	FLuc counter	VP16 counter	CXXC DNA block	ELG1 genotoxic
COc1ccc(CNC(=O)c2cc(-c3ccc(OC)c(OC)c3)on2)cc1	8%	-7%	47%	/	-1%	-1%	0%	-1%	-3%	8%	1%
COc1ccc(CCCc2nnc(SCC(=O)Nc3ccc(OC)cc3)o2)cc1	-1%	0%	-5%	-1%	5%	-3%	-6%	?	18%	6%	8%
COc1ccc(Cl)cc1NC(=O)CC1S/C(=N/N=C2CCCCCC2)NC1=O (configuration not stated)	-5%	-8%	3.5µM*	-6%	-4%	-4%	-16%	-3%	5µM*	5%	-8%
CCC(=O)NCCc1nc2ccccc2n1CC	6%	-4%	-32%	15%	-2%	-3%	6%	4%	-3%	-2%	-17%
CC(Oc1ccc(Br)cc1)C(=O)NCC1(N2CCCCC2)CCCCC1 (configuration not stated)	/	-4%	/	1%	-1%	-1%	-4%	0%	/	/	-1%
Cc1cc(NC(=O)CSc2nc(-c3ccc(Cl)cc3)cs2)no1	23%	-1%	-22%	-2%	8%	0%	1%	0%	-5%	8%	0%
CC(=O)c1cccc(NC(=S)N2CCN(S(=O)(=O)c3ccc(F)cc3)CC2)c1	8%	-5%	0%	1%	23%	2%	-19%	0%	-3%	-6%	5%

The whole of this part (from the top)
SMILES	MBNL1 CUG block	Rab9 prom act	RORg inh	uPA surface inh	p53 reactivator	NPC1 promoter act	BRCA1 expr up	FLuc counter	VP16 counter	CXXC DNA block	ELG1 genotoxic
COc1ccc(CNC(=O)c2cc(-c3ccc(OC)c(OC)c3)on2)cc1	8%	-7%	47%	/	-1%	-1%	0%	-1%	-3%	8%	1%
COc1ccc(CCCc2nnc(SCC(=O)Nc3ccc(OC)cc3)o2)cc1	-1%	0%	-5%	-1%	5%	-3%	-6%	?	18%	6%	8%
COc1ccc(Cl)cc1NC(=O)CC1S/C(=N/N=C2CCCCCC2)NC1=O (configuration not stated)	-5%	-8%	3.5µM*	-6%	-4%	-4%	-16%	-3%	5µM*	5%	-8%
CCC(=O)NCCc1nc2ccccc2n1CC	6%	-4%	-32%	15%	-2%	-3%	6%	4%	-3%	-2%	-17%
CC(Oc1ccc(Br)cc1)C(=O)NCC1(N2CCCCC2)CCCCC1 (configuration not stated)	/	-4%	/	1%	-1%	-1%	-4%	0%	/	/	-1%
Cc1cc(NC(=O)CSc2nc(-c3ccc(Cl)cc3)cs2)no1	23%	-1%	-22%	-2%	8%	0%	1%	0%	-5%	8%	0%
CC(=O)c1cccc(NC(=S)N2CCN(S(=O)(=O)c3ccc(F)cc3)CC2)c1	8%	-5%	0%	1%	23%	2%	-19%	0%	-3%	-6%	5%
O=C(NCCCn1ccnc1)c1ccc(Cl)cc1[N+](=O)[O-]	?	2%	14%	2%	-3%	-2%	-28%	0%	-1%	-2%	-3%
O=C(O)c1sc2cc(C(F)(F)F)cnc2c1-c1ccccn1	-6%	-4%	-17%	-5%	3%	-7%	26%	-11%	-2%	15%	-1%
Cc1nc(Nc2ccccc2Br)c2nnn(Cc3ccccc3)c2n1	34%[activator]	8%	-19%	?	-3%	0%	-17%	1%	-2%	-3%	5%
Nc1cccc(C#Cc2ccc3c(=O)c4ccccc4oc3c2)c1	/	0.56µM*	/	?	?	18%	?	?	/	/	?
Cc1ccc(S(=O)(=O)Nc2ccc(C(=O)N3CCCC3)cc2)cc1	-4%	-2%	20%	0%	3%	-1%	-5%	0%	0%	4%	0%
CC(C)NC(=O)CS(=O)(=O)c1ccccc1	-7%	-5%	-13%	18%	7%	0%	3%	4%	-12%	-5%	0%
COC(=O)c1sccc1NC(=O)c1c(C)cc(=O)oc1C	1%	21%	-9%	2%	-10%	-2%	-5%	2%	-1%	-2%	2%
Cc1ccn2c(=O)c(C(=O)NC3CCCCC3C)c(O)nc2c1 (configuration not stated)	/	13%	/	2%	-7%	9%	-34%	-4%	/	/	0%
O=C(c1ccccc1)c1nccc2ccccc12	/	-3%	-1%	-1%	1%	-2%	-4%	-10%	3%	17%	2%
CCNC(=S)NNc1nc(N2CCOCC2)nc(N2CCOCC2)n1	3%	-3%	-1%	-2%	3%	-4%	16%	-1%	-3%	3%	2%
CC(=O)OCC(=O)Nc1ccccc1C	-8%	-1%	2%	10%	-1%	-3%	-21%	0%	-5%[10 µM]	-2%	10%
O=C(CCC(=O)N1CCOc2ccc(Cl)cc21)NCCCN1CCOCC1	-3%	-6%	-21%	4%	12%	-6%	-2%	1%	1%	/	0%
CCOC(=O)c1c(N)sc(C(O)(C(F)(F)F)C(F)(F)F)c1-c1ccc(OC)cc1OC	-10%	-4%	3%	-2%	-3%	6%	-19%	6%	-2%	-12%	-1%
Cc1cccc(CN2C(=O)c3ccccc3S(=O)(=O)c3ccc(C(=O)NCCCN4CCCC4)cc32)c1	-2%	-7%	-4%	10%	-10%	0%	-23%	2%	5%	22%	0%
COc1ccccc1C1CC(c2ccccc2)=NN1S(=O)(=O)c1ccccc1 (configuration not stated)	-6%	-4%	9%	-11%	-2%	1%	-42%	-1%	-6%	5%	-9%
COc1ccccc1NS(=O)(=O)c1cccc2cccnc12	?	4%	1%	-2%	-1%	2%	-7%	6%	25%	9%	-9%
COc1ccc(CN2CCN(C(C)C)C(CCO)C2)cc1Cn1cncn1 (configuration not stated)	-1%	9%	-2%	1%	2%	-3%	-4%	1%	-5%	-6%	3%
Cn1c(NCCN2CCCCC2)cc(=O)n(C)c1=O	2%	0%	3%	2%	2%	2%	-3%	1%	-6%	2%	-1%
CC(=O)c1ccc(-c2nnc(CCC(=O)N(C)Cc3cnc4ccccn34)o2)s1	?	2%	24%	/	0%	0%	8%	-1%	-3%	-3%	0%
CSc1ncc(C(=O)Nc2cccc(C)c2C)c(C)n1	-3%	-10%	0%	9%	-3%	-10%	17%	0%	7%	7%	0%
OCc1nc2ccccc2n1C/C=C/c1ccccc1	-19%	-7%	-14%	3%	-2%	1%	0%	-8%	14%	12%	-3%
Cc1cc(Br)ccc1NC(=O)CN1C(=O)CCC1=O	-1%	-2%	-14%	/	-1%	-4%	5%	7%	0%	-1%	-1%
CCOC(=O)CSc1nc(-c2ccccc2)nc2ccc(F)cc12	3%	0%	-6%	/	?	-2%	1%	-1%	-1%	-3%	1%
CN(C)S(=O)(=O)c1cccc(NC(=S)NC23CC4CC(CC(C4)C2)C3)c1	1%	-1%	4.5µM*	-7%	1%	-1%	-73%	2%	?	22%	-17%
O=C(c1cc(F)c(F)c(F)c1F)N1CCN(Cc2ccc3c(c2)OCO3)CC1	-8%	0%	6%	-8%	-4%	2%	-22%	8%	2%	16%	-3%
COc1ccc(CCNC(=O)Cc2ccc(NS(=O)(=O)c3ccc(F)cc3)cc2)cc1OC	/	-4%	/	13%	-1%	2%	-11%	2%	/	/	-1%
Cn1c(=O)oc2cc(S(=O)(=O)Nc3ccc4c(c3)OCO4)ccc21	-2%	15%	13%[10 µM]	6%	3%	6%	-27%	?	3%	-6%	0%
CCOCCCNCc1cn(-c2ccc(F)cc2F)nc1-c1ccccc1C	-7%	-3%	-36%	3%	-2%	1%	-14%	3%	-4%	14%	-11%
Cc1ccc(NC(=O)COCC(=O)Nc2ccc(F)cc2)cc1	0%	4%	11%	?	25%	-4%	5%	6%	-7%	1%	-2%
COc1ccccc1C(=O)COC(=O)CNC(=O)c1ccc(Br)o1	/	-3%	/	7%	2%	-1%	-3%	1%	/	/	-2%

One compound at a time, from the list above. Values in the order: MBNL1 CUG block, Rab9 prom act, RORg inh, uPA surface inh, p53 reactivator, NPC1 promoter act, BRCA1 expr up, FLuc counter, VP16 counter, CXXC DNA block, ELG1 genotoxic
Cn1c(=O)oc2cc(S(=O)(=O)Nc3ccc4c(c3)OCO4)ccc21 in the list: -2%, 15%, 13%[10 µM], 6%, 3%, 6%, -27%, ?, 3%, -6%, 0%
CN(C)S(=O)(=O)c1cccc(NC(=S)NC23CC4CC(CC(C4)C2)C3)c1 in the list: 1%, -1%, 4.5µM*, -7%, 1%, -1%, -73%, 2%, ?, 22%, -17%
